High-throughput results: PubChem BioAssay, several laboratories
PHOSPHO1 block = PubChem AID 1565; recombinant PHOSPHO1, absorbance phosphatase assay; inhibition, % at 13.3 µM; Phosphoethanolamine/phosphocholine phosphatase (Homo sapiens), Q8TCT1; hit rate 1.1% among 290,000; in the data active = inhibition above about 60%
Target sequence (Q8TCT1 whole entry, looked up): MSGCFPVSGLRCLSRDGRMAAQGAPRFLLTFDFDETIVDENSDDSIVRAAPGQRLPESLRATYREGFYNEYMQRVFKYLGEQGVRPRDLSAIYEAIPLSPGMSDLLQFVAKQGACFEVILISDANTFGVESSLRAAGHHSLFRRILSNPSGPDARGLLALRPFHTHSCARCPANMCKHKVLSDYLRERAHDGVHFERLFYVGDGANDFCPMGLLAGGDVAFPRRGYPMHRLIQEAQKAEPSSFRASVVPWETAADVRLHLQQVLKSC
NS3 helicase inh = inhibitors of HCV NS3 helicase, primary screen, biochemical, Cy5 molecular beacon fluorescence | Hepatitis C virus NS3 helicase | NS3 helicase DNA unwinding | inhibition, % at 10.9 µM | hit rate 0.56% among 290,000 | AID 1800, 2009;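 active = inhibition above the mean of all tested compounds plus 3 SD, set per campaign, cut at about 35% in these data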;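 also: 0% = DMSO wells and 100% = thioflavine S control wells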
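Assay system – hepatitis C virus NS3 helicase domain fragment enzyme · Buffer or medium – MOPS pH 6.5, MgCl2, DTT, Tween20, BSA · Reagent – Cy5/quencher beacon DNA duplex and ATP to start · Compound – single 10.9 µM dose · Timing – 1 h at 25 °C · Technique – Cy5 beacon fluorescence read at start and 1 h · Measure – % inhibition of unwinding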
SUMO HTRF inh = inhibitors of in vitro SUMOylation cascade, primary screen, biochemical, HTRF, uHTS; SUMO-conjugating enzyme UBC9 (Homo sapiens), P63279; HTRF SUMOylation assay, SAE1/SAE2 + UBC9; inhibition, % at 35 µM; hit rate 0.36% among 290,000; in the data active = inhibition above about 50%, passing the limit was not always enough; also: strong numbers were not always called active
Target sequence (P63279 whole entry, looked up): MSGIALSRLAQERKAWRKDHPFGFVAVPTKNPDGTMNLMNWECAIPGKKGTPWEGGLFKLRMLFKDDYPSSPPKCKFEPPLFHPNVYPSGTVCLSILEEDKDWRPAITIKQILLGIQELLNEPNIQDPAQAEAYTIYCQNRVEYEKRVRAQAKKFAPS
MEKK3 PB1 HTS = modulators of MEKK3-MEK5 PB1 binding, primary screen, biochemical, wildtype MEKK3, multiplex bead flow cytometry, Alexa488-MEK5; AID 1529, 2009; binding response (% of control), % at 10 µM; bead-based flow cytometry, Alexa488-MEK5 binding to MEKK3; actives lie on both sides; 0 = blocked by unlabeled MEK5, 100 = vehicle; hit rate 1.4% among 290,000; Mitogen-activated protein kinase kinase kinase 3 (Homo sapiens), Q99759;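 active = binding response more than 3 SD above or below the average of its plate-row segment, actives on both sides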;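 also: Alexa488 bead fluorescence after subtracting the streptavidin-only scavenger bead signal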
Target sequence (Q99759 whole entry, looked up): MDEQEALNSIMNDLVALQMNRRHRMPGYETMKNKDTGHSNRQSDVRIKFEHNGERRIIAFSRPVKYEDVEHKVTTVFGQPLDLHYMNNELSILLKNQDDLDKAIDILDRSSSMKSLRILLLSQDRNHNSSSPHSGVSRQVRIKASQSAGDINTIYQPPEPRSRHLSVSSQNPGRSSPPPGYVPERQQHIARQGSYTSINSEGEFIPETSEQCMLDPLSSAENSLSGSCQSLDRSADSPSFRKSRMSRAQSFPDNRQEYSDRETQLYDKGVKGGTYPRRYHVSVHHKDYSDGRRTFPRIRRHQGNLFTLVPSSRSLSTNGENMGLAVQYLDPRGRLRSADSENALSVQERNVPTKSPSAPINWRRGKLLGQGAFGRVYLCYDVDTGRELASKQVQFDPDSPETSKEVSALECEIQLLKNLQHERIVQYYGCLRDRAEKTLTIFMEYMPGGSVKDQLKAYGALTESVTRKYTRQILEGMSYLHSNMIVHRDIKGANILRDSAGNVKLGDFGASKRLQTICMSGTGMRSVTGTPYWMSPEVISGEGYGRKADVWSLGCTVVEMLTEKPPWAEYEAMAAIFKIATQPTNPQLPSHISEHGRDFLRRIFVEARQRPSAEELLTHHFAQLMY
IMP-1 inhibitor = IMP-1 metallo-beta-lactamase inhibitors, primary screen, biochemical, epi-absorbance readout, Pseudomonas aeruginosa enzyme | metallo-beta-lactamase IMP-1 (Pseudomonas aeruginosa) | purified IMP-1, nitrocefin hydrolysis, epi-absorbance fluorescence | inhibition, % at 5.6 µM | hit rate 0.45% among 290,000;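 active = inhibition above the mean plus 3 SD of all compounds in the same screening run, cut at about 4.5% in these data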;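 also: 0% = IMP-1 with DMSO and 100% = DMSO wells lacking enzyme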
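System: purified IMP-1 / Input: IMP-1 dispensed at 0.2 nM / Medium: 50 mM HEPES pH 7.1, 50 µM ZnSO4, 0.05% Brij 35 / Timing: 15 min enzyme–compound preincubation, then 25 min nitrocefin reaction, 25 °C / Technique: plate fluorescence quenching by hydrolysis product, ex 480/em 530 nm / Repeats: singlicate testing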
pCIP destab = p/CIP-EGFP fusion destabilizers, primary screen, fluorescence, F442A cells; Q05BA5; 16 h; decrease of EGFP signal, % at 10 µM; hit rate 0.01% among 290,000;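 active = EGFP signal decrease of at least 30% at 10 µM or well 3 SD below plate mean, unless failing retest; inactive = the rest, including hits failing retest or dose response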; also: some compounds called inactive have numbers as strong as hits; many of its hits are not listed in these tables
IDE act = human IDE activators in live cells, primary screen, fluorescence polarization, HEK cells, FAbeta-B substrate; FAbeta-B cleavage; 0% vehicle, 100% cell-free pure enzyme wells; activation, % at 5.96 µM; hit rate 0.073% among 340,000;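 active = activation above the mean of all tested compounds plus 3 SD, set per screening campaign, cut at about 17% in these data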
VIM-2 inhibitor = VIM-2 metallo-beta-lactamase inhibitors, primary screen, biochemical, epi-absorbance readout, Pseudomonas aeruginosa enzyme. inhibition, % at 5.6 µM. hit rate 0.89% among 290,000. purified VIM-2, nitrocefin hydrolysis, epi-absorbance fluorescence. AID 1527, 2009;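 active = inhibition above the mean of all tested compounds plus 3 SD, cutoff set per screening run, cut at about 7.5% in these data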;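 also: red hydrolysis product quenches plate fluorescence so inhibitors raise well fluorescence; 0% = enzyme with DMSO and 100% = DMSO without enzyme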
DNA FID counter = compounds displacing fluorescent DNA intercalator, primary screen, artefact control for HCV NS3 helicase inhibitor project, biochemical, FID fluorescence | hit rate 0.17% among 290,000 | DNA fluorescent intercalator displacement | inhibition, % at 7.9 µM | AID 1845, 2009; in the data active = inhibition above about 37%;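 also: 0% = vehicle and 100% = reference compound; higher means more ethidium bromide displaced from hairpin DNA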
* hit, by the source's call; [ ] = another dose, or the depositor's remark.

`COc1ccc(CN2CC(C(=O)NCCN3CCN(c4ccccc4F)CC3)CC2=O)cc1` (configuration not stated) gave PHOSPHO1 block 7, NS3 helicase inh -5, SUMO HTRF inh -8, MEKK3 PB1 HTS 91, IMP-1 inhibitor -1.9, pCIP destab 3, IDE act 11, VIM-2 inhibitor -3.4 and DNA FID counter -1.
For COc1ccc(OC)c(C2CC(c3c(-c4ccccc4)c4cc(Cl)ccc4[nH]c3=O)=NN2S(C)(=O)=O)c1 (configuration not stated) the results were PHOSPHO1 block 11, NS3 helicase inh 4, SUMO HTRF inh 12, IMP-1 inhibitor -1.2, pCIP destab -12, IDE act -3, VIM-2 inhibitor 2.1 and DNA FID counter -3.
For CC(C)(C)OC(=O)N1CCN(C(=O)[C@H](Cc2ccc(O)cc2)n2cc(CCO)nn2)CC1 the results were PHOSPHO1 block 5, NS3 helicase inh 5, SUMO HTRF inh 13, MEKK3 PB1 HTS 89, IMP-1 inhibitor -1.9, pCIP destab -12, IDE act -4, VIM-2 inhibitor -2.1 and DNA FID counter -10.
CC12CN3CC(C)(CN(C1)C3c1cc3ccccc3[nH]1)C2=O (configuration not stated) was read as PHOSPHO1 block 5, NS3 helicase inh -2, SUMO HTRF inh -9, MEKK3 PB1 HTS 98, IMP-1 inhibitor -1.1, pCIP destab -6, IDE act -1, VIM-2 inhibitor -0.4 and DNA FID counter 1.
`COc1ccc(NC(=O)NC2CCCc3ccccc32)c(OC)c1` (configuration not stated) gave PHOSPHO1 block 26, NS3 helicase inh -5, SUMO HTRF inh 14, MEKK3 PB1 HTS 102, IMP-1 inhibitor -2.6, pCIP destab -4, IDE act 2, VIM-2 inhibitor -2.2 and DNA FID counter -23.
For O=C(COC(=O)C1CCC1)NCc1ccccc1Cl the results were PHOSPHO1 block -3, NS3 helicase inh 5, SUMO HTRF inh 6, MEKK3 PB1 HTS 105, IMP-1 inhibitor -5.2, pCIP destab -2, IDE act 4, VIM-2 inhibitor -2.0 and DNA FID counter 1.
`CCN(Cc1ccccc1)C(=O)CCS(=O)(=O)c1ccc2c(c1)CCN2C(C)=O` gave PHOSPHO1 block 38, NS3 helicase inh -2, SUMO HTRF inh 6, MEKK3 PB1 HTS 103, IMP-1 inhibitor -3.6, pCIP destab -5, IDE act 2, VIM-2 inhibitor -5.8 and DNA FID counter -26.
Screening O=C(c1ccccc1[N+](=O)[O-])N1CCN(Cc2ccc3c(c2)OCO3)CC1 returned PHOSPHO1 block 4, NS3 helicase inh -11, SUMO HTRF inh -1, MEKK3 PB1 HTS 92, IMP-1 inhibitor -1.3, pCIP destab 0, IDE act 4, VIM-2 inhibitor -2.8 and DNA FID counter -10.
For Cc1ccc(-c2cc3ccccc3nc2N2CCOCC2)cc1 the results were PHOSPHO1 block 7, NS3 helicase inh -2, SUMO HTRF inh -6, MEKK3 PB1 HTS 75*[inhibitor], IMP-1 inhibitor -1.1, pCIP destab -8, VIM-2 inhibitor -2.1 and DNA FID counter -5.
For O=C(COc1ccc(Cl)cc1Cl)Nc1ccc2nc3n(c(=O)c2c1)CCCC3 the results were PHOSPHO1 block 14, NS3 helicase inh -5, SUMO HTRF inh -49, MEKK3 PB1 HTS 92, IMP-1 inhibitor -5.1, pCIP destab 8, IDE act 2, VIM-2 inhibitor -2.1 and DNA FID counter 2.
Screening CCOc1ccccc1CN1CCC(n2nccc2NC(=O)CCCc2ccccc2)CC1 returned PHOSPHO1 block 31, NS3 helicase inh -61, SUMO HTRF inh 15, MEKK3 PB1 HTS 101, IMP-1 inhibitor -0.8, pCIP destab -5, IDE act 4, VIM-2 inhibitor -2.0 and DNA FID counter 12.
COc1ccc(C(C)=O)cc1CS(=O)(=O)CC(=O)O was read as PHOSPHO1 block -10, NS3 helicase inh 22, SUMO HTRF inh 4, MEKK3 PB1 HTS 104, IMP-1 inhibitor -1.1, pCIP destab -11, IDE act 5, VIM-2 inhibitor -5.3 and DNA FID counter 0.
O=C(c1ccc([N+](=O)[O-])cc1)N1C=CC(C(F)(F)F)=NCC1 was read as PHOSPHO1 block 42, NS3 helicase inh -5, SUMO HTRF inh 12, MEKK3 PB1 HTS 108, IMP-1 inhibitor -2.2, pCIP destab -12, IDE act 11, VIM-2 inhibitor -1.6 and DNA FID counter -1.
Screening CCOc1cc(NC(=S)NCC2CCCO2)c(OCC)cc1NC(=O)c1ccc(OC)cc1 (configuration not stated) returned PHOSPHO1 block -5, NS3 helicase inh -5, SUMO HTRF inh -12, MEKK3 PB1 HTS 130*, IMP-1 inhibitor -4.7, pCIP destab 11, IDE act 3, VIM-2 inhibitor -2.1 and DNA FID counter 1.
`CCC1(C)Cc2c(sc3nnn(CC(=O)Nc4ccccc4)c(=O)c23)CO1` (configuration not stated) gave PHOSPHO1 block -14, NS3 helicase inh 0, SUMO HTRF inh 23, MEKK3 PB1 HTS 104, IMP-1 inhibitor -2.9, pCIP destab -12, IDE act 5, VIM-2 inhibitor -3.5 and DNA FID counter -13.

Three compounds from above, arranged by SMILES length, ascending.
For O=C(COC(=O)C1CCC1)NCc1ccccc1Cl the results were PHOSPHO1 block -3, NS3 helicase inh 5, SUMO HTRF inh 6, MEKK3 PB1 HTS 105, IMP-1 inhibitor -5.2, pCIP destab -2, IDE act 4, VIM-2 inhibitor -2.0 and DNA FID counter 1.
CC12CN3CC(C)(CN(C1)C3c1cc3ccccc3[nH]1)C2=O (configuration not stated) was read as PHOSPHO1 block 5, NS3 helicase inh -2, SUMO HTRF inh -9, MEKK3 PB1 HTS 98, IMP-1 inhibitor -1.1, pCIP destab -6, IDE act -1, VIM-2 inhibitor -0.4 and DNA FID counter 1.
For O=C(COc1ccc(Cl)cc1Cl)Nc1ccc2nc3n(c(=O)c2c1)CCCC3 the results were PHOSPHO1 block 14, NS3 helicase inh -5, SUMO HTRF inh -49, MEKK3 PB1 HTS 92, IMP-1 inhibitor -5.1, pCIP destab 8, IDE act 2, VIM-2 inhibitor -2.1 and DNA FID counter 2.

Going on with the list.
Screening Clc1ccc2nc(SCc3nnc(-c4ccccc4)o3)[nH]c2c1 returned PHOSPHO1 block 26, NS3 helicase inh -8, SUMO HTRF inh 9, IMP-1 inhibitor 1.8, pCIP destab -10, IDE act -5, VIM-2 inhibitor 2.9 and DNA FID counter -8.
`COc1ccccc1NC(=O)NC1(C(=O)N2CCCCC2)CCCCC1` gave PHOSPHO1 block 35, NS3 helicase inh 0, SUMO HTRF inh 7, MEKK3 PB1 HTS 101, IMP-1 inhibitor -3.8, pCIP destab -3, IDE act 1, VIM-2 inhibitor -0.9 and DNA FID counter -14.
CCc1ccc(Nc2ncc3c(n2)CC(c2ccc(OC)cc2)CC3=O)cc1 (configuration not stated) was read as PHOSPHO1 block -5, NS3 helicase inh 6, SUMO HTRF inh 0, MEKK3 PB1 HTS 101, IMP-1 inhibitor -0.9, pCIP destab -4, IDE act 3, VIM-2 inhibitor 0.1 and DNA FID counter -11.
Screening O=S1(=O)CCN(Cc2ccc(Cl)cc2)CC1 returned PHOSPHO1 block 42, NS3 helicase inh -1, SUMO HTRF inh 3, MEKK3 PB1 HTS 100, IMP-1 inhibitor -0.4, pCIP destab -13, IDE act 1, VIM-2 inhibitor -3.9 and DNA FID counter -2.
`COc1ccc(C(=O)NC(=S)Nc2ccccc2F)cc1` gave PHOSPHO1 block -5, NS3 helicase inh 6, SUMO HTRF inh 9, MEKK3 PB1 HTS 99, IMP-1 inhibitor 0.8, pCIP destab -2, IDE act 8, VIM-2 inhibitor -3.0 and DNA FID counter -4.
For COCCCC1CCN(C(=O)c2cc(COc3cc(C)ccc3C)on2)CC1 the results were PHOSPHO1 block 4, NS3 helicase inh 2, SUMO HTRF inh -3, MEKK3 PB1 HTS 100, IMP-1 inhibitor -0.4, pCIP destab 9, IDE act -3, VIM-2 inhibitor -0.7 and DNA FID counter -64.
COc1ccccc1-c1nnc(N(C)C(=O)C2CCCO2)s1 (configuration not stated) was read as PHOSPHO1 block 32, NS3 helicase inh 0, SUMO HTRF inh 10, MEKK3 PB1 HTS 110, IMP-1 inhibitor -4.5, pCIP destab -7, IDE act -5, VIM-2 inhibitor 0.7 and DNA FID counter -14.
`CCOc1cc(C(=O)Nc2ccncc2)cc(OCC)c1OCC` gave PHOSPHO1 block -3, NS3 helicase inh 1, SUMO HTRF inh 5, MEKK3 PB1 HTS 101, IMP-1 inhibitor -2.4, pCIP destab -4, IDE act 5, VIM-2 inhibitor -1.6 and DNA FID counter -9.
`COc1cc(/C=C/C(=O)N2CCCc3ccccc32)cc(OC)c1OC` gave PHOSPHO1 block -7, NS3 helicase inh -6, SUMO HTRF inh 7, MEKK3 PB1 HTS 105, IMP-1 inhibitor -4.4, pCIP destab 1, IDE act 2, VIM-2 inhibitor -0.5 and DNA FID counter -31.
`CCCOC(=O)C1=C(C)NC2=C(C(=O)CCC2)C1c1cc(OC)ccc1OC` (configuration not stated) gave PHOSPHO1 block 15, NS3 helicase inh 1, SUMO HTRF inh -2, MEKK3 PB1 HTS 103, IMP-1 inhibitor -4.1, pCIP destab 4, IDE act 0, VIM-2 inhibitor -5.6 and DNA FID counter -16.
Screening Cc1cccc(NC(=O)c2cc(NC(=O)C3CCCCC3C(=O)O)ccc2N2CCOCC2)c1 (configuration not stated) returned PHOSPHO1 block -1, NS3 helicase inh 2, SUMO HTRF inh -4, MEKK3 PB1 HTS 100, IMP-1 inhibitor -2.0, pCIP destab -8, IDE act 0, VIM-2 inhibitor -0.4 and DNA FID counter -61.
`CCC(C(=O)NC1CCCC1)N(C(=O)Cn1nnc(-c2ccc(C)o2)n1)c1cnc2ccccc2c1` (configuration not stated) gave PHOSPHO1 block 0, NS3 helicase inh 6, SUMO HTRF inh 17, MEKK3 PB1 HTS 108, IMP-1 inhibitor -2.2, pCIP destab -6, IDE act -3, VIM-2 inhibitor -2.9 and DNA FID counter -15.
Cc1ccc(NCc2nc3ccccc3n2C)cc1 was read as PHOSPHO1 block 21, NS3 helicase inh -3, SUMO HTRF inh 2, MEKK3 PB1 HTS 108, IMP-1 inhibitor -3.4, pCIP destab -8, IDE act 0, VIM-2 inhibitor -2.6 and DNA FID counter -3.
For COc1cc(/C=C(\C#N)C(=O)Nc2cccc3ncccc23)cc(OC)c1OC the results were PHOSPHO1 block -13, NS3 helicase inh -6, SUMO HTRF inh 1, MEKK3 PB1 HTS 108, IMP-1 inhibitor -2.6, pCIP destab -13, IDE act 5, VIM-2 inhibitor -3.7 and DNA FID counter 5.
Screening Cn1cnnc1SCC(C)(C)NS(=O)(=O)c1ccc(Cl)cc1 returned PHOSPHO1 block -7, NS3 helicase inh -2, SUMO HTRF inh -8, MEKK3 PB1 HTS 92, IMP-1 inhibitor -1.9, pCIP destab 7, IDE act 1, VIM-2 inhibitor -1.2 and DNA FID counter -10.

A portion of the library; rates above refer to the full screens.
